NOD1 NF-kB reporter – inhibition of NOD1-driven NF-kB reporter – cell-based, luminescence, uHTS, primary screen (AID 1578). NOD1-driven NF-kB luciferase reporter cells, luminescence; higher % means a stronger effect. hit rate 1% among 290,000. one-dose inhibition, % at 4 µM; EC50 in µM for titrated hits; in the data active = inhibition mostly above about 36%, no sharp cut-off; inactive = mostly below about 34%;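 note: HEK-293T reporter cells stimulated with the NOD1 agonist gamma-tri-DAP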
KOR beta-arrestin-1 – KOR agonists, beta-arrestin recruitment, primary screen, cell-based, luminescence, uHTS (AID 1777) | KOR beta-arrestin recruitment, luminescence; higher % means a stronger effect | one-dose activation, % at 10 µM; EC50 in µM for titrated hits | hit rate 0.02% among 280,000; in the data active = activation above about 50%, passing the limit was not always enough; note: a part of the inactive calls stands beside numbers as strong as those of hits
KOR beta-arrestin-2 – KOR antagonists, beta-arrestin recruitment, cell-based, luminescence, uHTS (AID 1778). hit rate 0.091% among 290,000. KOR beta-arrestin recruitment, luminescence, antagonist mode; higher % means a stronger effect. one-dose inhibition, % at 10 µM; IC50 in µM for titrated hits; note: strong numbers were not always called active
M1AAP inhibition – malaria alanyl aminopeptidase activity blockers – biochemical, fluorogenic H-Leu-NHMec substrate, 1536-well (AID 1445); recombinant M1AAP, H-Leu-NHMec fluorogenic kinetic assay; higher % means a stronger effect; inhibition, % at 30 µM; hits with a dose series show IC50 in µM; hit rate 0.42% among 220,000;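 active = primary inhibition above the hit cutoff, then over 50% inhibition at one or more dose response concentrations, cut at about 23% in these data, passing the limit was not always enough; inconclusive = conflicting primary data, or primary hits not chosen for dose response; inactive = low primary inhibition, or under 50% at every dose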;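 note: plate controls were DMSO full reaction for no effect and no enzyme background for full effect; strong numbers were not always called active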
M17LAP inhibition – P. falciparum M17LAP inhibitors, primary screen, biochemical, fluorogenic H-Leu-NHMec substrate, 1536-well (AID 1619) | recombinant M17LAP, H-Leu-NHMec fluorogenic kinetic assay; higher % means a stronger effect | one-dose inhibition, % at 30 µM; IC50 in µM for titrated hits | hit rate 0.38% among 220,000;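 active = compound inhibiting the enzyme by more than half at any dose during confirmatory dose-response retesting; inconclusive = strong single-dose inhibitors picked by rank but not retested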;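 note: plate controls were full reaction with DMSO carrier for no effect and no enzyme background for full effect; strong numbers were not always called active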
AID2073 – disruptors of CaV2.2 binding to Mint1 – biochemical, HTRF (AID 2073) | HTRF protein-protein interaction, Mint1-CaV2.2; higher % means a stronger effect | inhibition, % at 20 µM; hits with a dose series show IC50 in µM | hit rate 0.19% among 290,000; in the data active = inhibition mostly above about 51%, no sharp cut-off; inconclusive = no clear call, values can overlap the other calls; inactive = mostly below about 53%; note: some results filed as inactive read as strong as hits
Dynein cargo inh – dynein cargo transport inhibition. 3617.4 mouse cells, GR-EGFP nuclear translocation imaging; test concentration mostly 20 µM; stimulated with dexamethasone, 1 µM; hits give low values. z-score, hits read low. AID 1381. hit rate 0.47% among 220,000;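 active = plate z-score of nuclear minus cytoplasmic receptor signal below a set negative limit, without overly bright fluorescence or cell loss, cut at about -3.5 in these data, passing the limit was not always enough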;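 note: z-score of nuclear minus cytoplasmic ring GR-EGFP intensity difference per well; some compounds called inactive have numbers as strong as hits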
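Buffer or medium: tet-free medium with charcoal-stripped serum / Also added: dexamethasone agonist, 1.0 µM final, for 30 min / Timing: induction 48 h, compound 1 h, agonist 30 min / Measured by: high-content fluorescence imaging after fixation / Read-out: nuclear-to-cytoplasmic GR-EGFP distribution per well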
HEK293 NOD2/NF-kB – NOD2 signaling inhibitors, cell-based, luminescence, uHTS, HEK293 (AID 1566). HEK293 NOD2/NF-kB luciferase reporter, luminescence; higher % means a stronger effect. inhibition, % at 4 µM, or EC50 in µM where a hit was titrated. hit rate 0.63% among 290,000; note: many of its hits are not listed in these tables
GPR55 beta-arrestin – GPR55 agonists via beta-arrestin recruitment, primary screen, imaging, U2OS cells, beta-arrestin-GFP redistribution (AID 1961) | U2OS GPR55 beta-arrestin-GFP redistribution imaging; higher % means a stronger effect | hit rate 0.048% among 290,000 | activation, % at 10 µM, or EC50 in µM where a hit was titrated;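 active = activation above 40% with more than 50 cells counted in the well; inconclusive = wells holding fewer than 50 cells, flagged as toxic or sparse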;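 note: U2OS osteosarcoma cells stably expressing GPR55 and beta-arrestin-GFP; plate controls were DMSO negative control for no effect and LPI positive control for full effect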
Dynein cargo inh cytoplasmic EGFP – second read-out of Dynein cargo inh, no call of its own (marks repeat the call); z-score; measured here: cytoplasmic GR-EGFP intensity; hits give high values
Dynein cargo inh nuclear GR-EGFP – also measured in Dynein cargo inh; calls as there; z-score; measured here: nuclear GR-EGFP intensity;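 lower value marks the stronger effect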
Dynein cargo inh cell count – further read-out of Dynein cargo inh, marked with its call; z-score; measured here: cell count per field
* hit, by the source's call; u = inconclusive; x = not tested or not shown; [ ] = another dose, or the depositor's remark. Cut-off read from the data, not from the text of the source, unless noted: active = inhibition above about 50%; inactive = the rest. Not all compounds are listed; the hit share may differ from the screen's.

SMILES	NOD1 NF-kB reporter	KOR beta-arrestin-1	KOR beta-arrestin-2	M1AAP inhibition	M17LAP inhibition	AID2073	Dynein cargo inh	Dynein cargo inh cytoplasmic EGFP	Dynein cargo inh nuclear GR-EGFP	Dynein cargo inh cell count	HEK293 NOD2/NF-kB	GPR55 beta-arrestin
CCCCC(=O)Nc1nnc(C)s1	-5%	-2.1%	17%	-2%	5%	2%	0.058	-0.31	0.059	0.44	-10%	-0.2%
CCC(=O)NC(=S)Nc1cccc(Cl)c1N1CCCC1	56%*	0.8%	-42%[20 µM]	4%	0%	6%	1	-0.2	0.85	-0.95	20%	-0.1%
Cn1c(CN2CCOCC2)nc2cc(NC(=O)c3ccc(F)cc3)ccc21	-12%	4.0%	22%	-3%	-5%	1%	-0.16	-0.3	-0.16	0.72	-1%	-0.1%
O=C(O)c1cccc2c1C(=O)c1ccccc1C2=O	-7%	-1.0%	-27%	16%	10%	-7%	-1.5	-0.32	-0.39	1.7	13%	0.0%
CO/N=C(\C)C(Cc1ccc(Cl)nc1)Cc1ccc(Cl)nc1	-6%	2.1%	-48%	x	x	10%	x	x	x	x	-22%	0.0%
Cn1cc(-c2ccccc2C(N)=O)c(=O)c2ccccc21	-6%	-3.7%	14%	5%	-6%	8%	1.4	-0.2	1.1	-0.013	12%	-0.3%
CCOC(=O)c1c(Nc2ccccc2N)cc(C)nc1C	3%	-4.2%	15%	2%	14%	-6%	0.77	-0.18	0.21	0.72	12%	-0.1%
O=C(Nc1sc2c(c1-c1nc3ccccc3[nH]1)CCCC2)C1CCCC1	13%	7.1%	-55%	5%	-7%	5%	-0.22	0.24	-0.15	-0.097	17%	-0.2%
COc1ccccc1C(c1nnnn1CCc1ccccc1)N1CCN(c2ccccc2)CC1 (stereo not drawn)	3%	-3.3%	26%	2%	4%	1%	0.062	-0.23	0.17	-0.21	2%	0.2%
O=C1NC2=C(C(=O)CCC2)C(c2ccccc2[N+](=O)[O-])N1 (stereo not drawn)	-19%	0.9%	7%	x	x	5%	x	x	x	x	8%	0.2%
COc1ccc(CN2CCN(Cc3ccc(C(F)(F)F)cc3)CC2)cc1	16%	x	-15%[20 µM]	x	x	8%	x	x	x	x	13%	-0.3%
O=S(=O)(NCCc1ccccn1)c1ccc(-c2ccccn2)s1	2%	0.3%	-1%	2%	14%	11%	-0.44	-0.2	-0.28	0.65	12%	0.9%
Cc1ccc[n+](C(C)C(=O)c2ccc(-c3ccccc3)cc2)c1 (stereo not drawn)	2%	4.1%	15%	5%	0%	0%	-0.77	0.042	-0.8	1.1	23%	-0.1%
COc1ccc(CCNC(=O)CSc2nc(C)nc3c2c(=O)n(C)c(=O)n3C)cc1OC	-39%	-1.1%	-10%	x	x	-11%	x	x	x	x	12%	-0.1%
CCc1cc2c(=O)c(-c3nc4ccccc4n3C)coc2c(CN2CCC(C)CC2)c1O	-10%	3.1%	-10%	x	x	22%	x	x	x	x	-3%	-0.1%
CC(C)C[C@H](NC(=O)c1[nH]cnc1C(=O)N[C@@H](C)C(=O)OC(C)(C)C)C(=O)OC(C)(C)C	-4%	5.0%	-1%	-5%	-5%	-3%	0.54	-0.81	0.33	-0.19	13%	-0.1%
CSc1ccccc1NC(=O)Cc1ccc(Br)cc1	-13%	2.3%	-8%	3%	-1%	-4%	-1	-0.31	-0.98	1	10%	0.3%
CCOC(=O)/C(C#N)=c1/s/c(=C2\C=Cc3ccccc3N2CC)c(=O)n1CC	-3%	0.7%	-2%	4%	8%	-11%	-0.93	-0.092	-0.63	1	14%	0.6%
COc1ccc(C(=O)N2CCCN(C)CC2)cc1S(=O)(=O)N1CCCc2ccccc21	-10%	-8.2%	6%	12%	1%	-9%	1.3	-0.17	1.1	0.28	24%	0.2%
O=C(CSc1nnc(-c2ccccn2)n1Cc1ccco1)Nc1ccc2c(c1)OCO2	7%	-0.2%	8%	4%	36%	-2%	-0.42	-0.25	-1	-0.011	8%	-0.2%
COc1ccc(C/C(N)=N/OC(=O)c2cccc([N+](=O)[O-])c2)cc1	-8%	3.3%	1%	1%	34%	-3%	-0.47	-0.18	-0.68	0.4	8%	-0.1%
Cc1ccc(C)c(S(=O)(=O)Nc2ccc3[nH]c(=O)[nH]c3c2)c1	26%	7.3%	-17%	x	x	-36%	x	x	x	x	10%	-0.2%
Cc1ccc(-c2csc(NC(=O)CN3CCOCC3)n2)cc1	-14%	0.8%	-7%	x	x	5%	x	x	x	x	-3%	-0.1%
O=C(Nc1cccc2ccccc12)c1cnccn1	-36%	-2.3%	7%	15%	9%	4%	0.29	-0.19	0.33	0.46	-36%	-0.1%

As entered above.
Entry of CSc1ccccc1NC(=O)Cc1ccc(Br)cc1 under AID2073: -4%
Entry of Cc1ccc[n+](C(C)C(=O)c2ccc(-c3ccccc3)cc2)c1 (stereo not drawn) under M17LAP inhibition: 0%

Other records follow:
SMILES	NOD1 NF-kB reporter	KOR beta-arrestin-1	KOR beta-arrestin-2	M1AAP inhibition	M17LAP inhibition	AID2073	Dynein cargo inh	Dynein cargo inh cytoplasmic EGFP	Dynein cargo inh nuclear GR-EGFP	Dynein cargo inh cell count	HEK293 NOD2/NF-kB	GPR55 beta-arrestin
Cc1nc2c(-c3ccc(F)cc3)cnn2c2c1CCC2	-46%	0.9%	-3%	2%	-1%	23%	-0.38	-0.36	-0.29	0.42	-33%	-0.3%
COc1ccc(N2CCN(C(=S)Nc3cccc(C)c3)CC2)cc1	2%	1.7%	-42%	1%	0%	-13%	0.15	-0.23	-0.3	0.24	-13%	0.0%
Cc1nnc(-c2cnn(C)c2N)n1Cc1cccc(Cl)c1	0%	-1.5%	2%	-6%	15%	-34%	-0.9	-0.04	-0.15	0.58	18%	0.3%
O=C(CNCC1CCCO1)Nc1ccccc1N1CCOCC1 (stereo not drawn)	-2%	-2.0%	7%	10%	9%	u	-0.43	-0.19	-0.091	0.6	12%	-0.1%
COC(=O)c1ccc(OCC(O)CN2CCN(C(=O)c3ccco3)CC2)cc1 (stereo not drawn)	5%	1.2%	-14%	x	x	11%	x	x	x	x	-19%	0.0%
CC1=CCC2COC(c3ccc[n+](Cc4ccccc4)c3)C1C2 (stereo not drawn)	-14%	8.1%	6%	-3%	5%	-8%	0.11	-0.12	0.2	-0.24	5%	0.5%
Cc1nn(C)c(N)c1[N+](=O)[O-]	-8%	0.9%	-20%	0%	19%	2%	-0.38	-0.19	-0.2	0.57	-2%	-0.1%
CC(C)C[C@H](NC(=O)c1nc[nH]c1C(=O)NC(c1ccccc1)c1ccccc1)C(=O)OCc1ccccc1	-3%	-3.9%	-15%	-8%	-3%	11%	2.2	-0.27	1.4	-0.49	-30%	0.2%
Nn1c(SCc2cccc(Br)c2)nnc1-c1ccncc1	-15%	3.4%	10%	1%	-1%	11%	-0.7	-0.26	-0.35	1.5	-12%	-0.1%
COc1cccc(CN2CCN(c3ncccn3)CC2)c1OC	-17%	-4.0%	-7%[20 µM]	x	x	9%	x	x	x	x	-5%	0.0%
CC(C)[C@H](NS(=O)(=O)c1ccccc1)C(=O)OCC(=O)Nc1ccc2c(c1)OCO2	-22%	9.9%	-24%	2%	-11%	-3%	-0.9	0.55	-0.67	0.47	6%	1.3%
Cc1cccc(-n2cc(C#N)c(=O)[nH]c2=O)n1	-20%	7.6%	11%	6%	-3%	13%	-0.074	-0.059	0.66	-0.36	3%	-0.4%
Cc1ccc(Cn2ccc(NC(=O)c3cc4nc5c(c(C(F)(F)F)n4n3)CCc3ccccc3-5)n2)cc1	-2%	0.8%	7%	-6%	14%	27%	-0.14	-0.089	-0.13	0.64	10%	0.2%
CCCCCOc1ccc(C2C(C(=O)c3ccc(C)o3)=C(O)C(=O)N2c2cc(C)on2)cc1 (stereo not drawn)	-29%	0.7%	3%	x	x	32%	x	x	x	x	6%	0.2%
OCCSc1nncn1/N=C/c1c[nH]c2ccccc12	-18%	9.4%	-1%	3%	9%	2%	0.74	-0.39	0.68	-0.22	3%	0.1%
CCC(C(=O)NCc1cccc(C)c1)n1nc(C)c2c(C)n(-c3ccccc3)nc2c1=O (stereo not drawn)	8%	0.2%	4%	x	x	10%	x	x	x	x	5%	0.3%
CCOC(=O)c1c(NC(=O)/C=C/C(=O)O)sc(C)c1-c1ccc(C(C)(C)C)cc1	-50%	-8.6%	16%	11%	11%	11%	-2.5	2.6	-0.79	-2	-3%	-0.2%
CN(C)CCCN(C(=O)c1cc(-c2cccs2)nc2ccccc12)c1nc2c(F)cccc2s1	-32%	3.5%	-12%	x	x	12%	x	x	x	x	1%	25%
Cc1c(NC(=S)Nc2ccc(Cl)cc2)c(=O)n(-c2ccccc2)n1C	-20%	-7.2%	-1%[20 µM]	4%	8%	-4%	0.41	-0.27	0.54	0.23	-4%	0.2%
Cc1oc(S(=O)(=O)N2CCCCC2)cc1NC(=O)Nc1ccccc1	-2%	2.7%	0%	-1%	-5%	14%	-0.32	-0.22	0.27	0.19	0%	-0.1%
COC(=O)c1ccccc1NC(=O)N1CCc2ccc(NC(=O)c3ccccn3)cc2C1	-19%	6.8%	-4%	x	x	11%	x	x	x	x	-57%	-0.2%
O=C(NCCCn1ccnc1)/C(=C\c1cccnc1)NC(=O)c1cccc(Br)c1	-12%	1.4%	15%	8%	-4%	-6%	0.58	-0.24	-0.073	-0.26	-1%	-0.3%
c1ccc(Cc2ccc(OCCn3ccnc3)cc2)cc1	28%	-7.5%	-42%[20 µM]	x	x	-3%	x	x	x	x	43%	-0.1%
CCOC(=O)Cc1cc(=O)n2[nH]c(-c3ccc(Cl)cc3)cc2n1	-19%	-4.2%	-10%	8%	10%	6%	0.84	-0.14	0.059	-1.3	-4%	0.0%
N#Cc1nc(-c2cccc(Cl)c2)oc1N1CCC(C(N)=O)CC1	-13%	2.0%	-7%	x	x	6%	x	x	x	x	12%	0.0%
CC1=C(C(=O)OCc2ccccc2)C(c2ccsc2)NC(=O)N1C (stereo not drawn)	19%	8.7%	-131%[20 µM]	9%	5%	-5%	1.1	-0.13	1.1	-1.4	6%	-0.1%

Screening results (PubChem BioAssay)
